Compound activity from PubChem BioAssay.
OX1R antag-1: antagonists of human orexin 1 receptor (OX1R). O43613. OX1R-expressing cells, FRET antagonist read-out. inhibition, % at 6.6 µM. 330,000 tested, 1.8% active. AID 485270; in the data active = inhibition mostly above about 38%, no sharp cut-off; inactive = mostly below about 40%;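 note: 0% = agonist challenge alone and 100% = reference antagonist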
Target sequence (O43613 whole entry, looked up): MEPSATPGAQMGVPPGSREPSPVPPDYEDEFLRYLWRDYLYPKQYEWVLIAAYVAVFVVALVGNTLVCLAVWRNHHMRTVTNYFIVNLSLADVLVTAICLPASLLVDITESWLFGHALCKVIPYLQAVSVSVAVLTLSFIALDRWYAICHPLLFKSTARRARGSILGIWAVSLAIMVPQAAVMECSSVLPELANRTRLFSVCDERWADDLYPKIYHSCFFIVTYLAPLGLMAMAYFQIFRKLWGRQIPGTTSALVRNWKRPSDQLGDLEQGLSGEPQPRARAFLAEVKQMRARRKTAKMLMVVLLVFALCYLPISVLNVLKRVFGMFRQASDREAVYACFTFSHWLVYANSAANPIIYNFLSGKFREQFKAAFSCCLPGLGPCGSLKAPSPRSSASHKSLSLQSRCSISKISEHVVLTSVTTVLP
OX1R antag-2: blocks the human orexin 1 receptor; 330,000 tested, 0.43% active; CHO/OX1R cells, Fluo-8 calcium fluorescence, orexin A; inhibition, % at 5 µM; O43613; AID 434989;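 active = inhibition above its plate's threshold, mean inhibition of all tested compounds on the plate plus 3 SD, cut at about 37% in these data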;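 note: 0% = orexin A challenge wells and 100% = SB-334867-A antagonist wells; not every result past the cut was called active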
An asterisk follows results filed as active.

How did C=CCNC(=O)CN1CCC(O)(c2ccc(F)cc2)CC1 do in these assays?
OX1R antag-1: 9; OX1R antag-2: 0

Results for C=CCn1c(C)nc2c(cnn2-c2ccccc2)c1=O ?
OX1R antag-1: 10; OX1R antag-2: -6

What do the screens show for `COC(=O)[C@H]1C[C@@H]1[C@H](NC(=O)c1cc(C)on1)c1ccccc1`?
OX1R antag-1: 11; OX1R antag-2: -6

Results for CC(C(=O)N1CCOCC1)(c1ccccc1)c1ccccc1 ?
OX1R antag-1: 0; OX1R antag-2: -27

Results for CCCCNC(=O)/C(C#N)=C/c1ccc(C(=O)OC)cc1 ?
OX1R antag-1: 13; OX1R antag-2: -5

What do the screens show for `COC(=O)[C@@]12CCCN1[C@H](c1ccc(-c3ccc4c(c3)OCO4)c(OC)c1)[C@H]1C(=O)N(C)C(=O)[C@H]12`?
OX1R antag-1: -2; OX1R antag-2: -11

How did CC(SCc1ccccc1)C(=O)Nc1ccc(F)cc1 (configuration not stated) do in these assays?
OX1R antag-1: 26; OX1R antag-2: -23

What do the screens show for `O=c1c(-c2ccccc2)cnc2n1CCS2`?
OX1R antag-1: 18; OX1R antag-2: -2

Results for CC(=O)c1cc(C#N)c(Oc2cccc(C(F)(F)F)c2)nc1C ?
OX1R antag-1: 11; OX1R antag-2: -11

Results for N#CCCn1cc(C(=O)O)c(-c2cccs2)n1 ?
OX1R antag-1: 1; OX1R antag-2: -3

Results for Cc1cc(C)n(-c2cc(N3CCN(S(=O)(=O)c4ccc(C)c(C)c4)CC3)ccc2[N+](=O)[O-])n1 ?
OX1R antag-1: 3; OX1R antag-2: -17

How did Cn1cccc1/C=N/n1c(-c2ccccc2)n[nH]c1=S do in these assays?
OX1R antag-1: 30; OX1R antag-2: -13

Results for CC(C)(C)c1nnc(NS(C)(=O)=O)s1 ?
OX1R antag-1: 1; OX1R antag-2: 10

What do the screens show for `COc1cccc(OCCNc2cc(Cl)ccc2[N+](=O)[O-])c1`?
OX1R antag-1: 11; OX1R antag-2: -22

How did CC(=O)C(/C=N/c1ncc(C(F)(F)F)cc1Cl)=C(\C)O do in these assays?
OX1R antag-1: 26; OX1R antag-2: -13

What do the screens show for `NC(=S)Nc1cccc(-c2n[nH]c(=S)o2)c1`?
OX1R antag-1: 1; OX1R antag-2: 5

Results for CC1(C(=O)O)CCC(C(=O)Nc2ccc(F)cc2)C1(C)C (configuration not stated) ?
OX1R antag-1: 25; OX1R antag-2: 12

How did CCc1cccc(C)c1NC(=O)COC(=O)CC1CCCC1 do in these assays?
OX1R antag-1: 20; OX1R antag-2: -12

What do the screens show for `CC1CN(Cc2cc(=O)[nH]c(C3CC3)n2)CC(C)O1` (configuration not stated)?
OX1R antag-1: 1; OX1R antag-2: -14

What do the screens show for `CC(C)(C)C(=O)Nc1ccc(C(=O)COC(=O)c2ccccn2)cc1`?
OX1R antag-1: 4; OX1R antag-2: -3

Ten compounds out of the list, arranged by heavy-atom count, rising.
Results for CC(C)(C)c1nnc(NS(C)(=O)=O)s1 ?
OX1R antag-1: 1; OX1R antag-2: 10

What do the screens show for `NC(=S)Nc1cccc(-c2n[nH]c(=S)o2)c1`?
OX1R antag-1: 1; OX1R antag-2: 5

Results for N#CCCn1cc(C(=O)O)c(-c2cccs2)n1 ?
OX1R antag-1: 1; OX1R antag-2: -3

What do the screens show for `CC1CN(Cc2cc(=O)[nH]c(C3CC3)n2)CC(C)O1` (configuration not stated)?
OX1R antag-1: 1; OX1R antag-2: -14

How did CC(SCc1ccccc1)C(=O)Nc1ccc(F)cc1 (configuration not stated) do in these assays?
OX1R antag-1: 26; OX1R antag-2: -23

How did C=CCNC(=O)CN1CCC(O)(c2ccc(F)cc2)CC1 do in these assays?
OX1R antag-1: 9; OX1R antag-2: 0

Results for CC(C(=O)N1CCOCC1)(c1ccccc1)c1ccccc1 ?
OX1R antag-1: 0; OX1R antag-2: -27

What do the screens show for `COC(=O)[C@H]1C[C@@H]1[C@H](NC(=O)c1cc(C)on1)c1ccccc1`?
OX1R antag-1: 11; OX1R antag-2: -6

What do the screens show for `CC(C)(C)C(=O)Nc1ccc(C(=O)COC(=O)c2ccccn2)cc1`?
OX1R antag-1: 4; OX1R antag-2: -3

What do the screens show for `COC(=O)[C@@]12CCCN1[C@H](c1ccc(-c3ccc4c(c3)OCO4)c(OC)c1)[C@H]1C(=O)N(C)C(=O)[C@H]12`?
OX1R antag-1: -2; OX1R antag-2: -11

Next results follow.
Results for O=C(/C=C/c1cc2c(cc1Br)OCO2)NCc1ccc(F)cc1 ?
OX1R antag-1: 7; OX1R antag-2: -16

What do the screens show for `C1=C(c2ccccc2)CCN(c2ncnc3nc[nH]c23)C1`?
OX1R antag-1: 50*; OX1R antag-2: -16

How did CC(C)(C)n1ncc2c(=O)n(CC(=O)c3ccc(Cl)cc3)cnc21 do in these assays?
OX1R antag-1: 7; OX1R antag-2: -6

What do the screens show for `CC1Cc2ccccc2N1CC(=O)Nc1ccc2c(c1)OCCCO2` (configuration not stated)?
OX1R antag-1: 4; OX1R antag-2: -9

Results for CCCCCc1nc2sc3c(c2c(=O)n1N)CCC3 ?
OX1R antag-1: 18; OX1R antag-2: -15

What do the screens show for `O=C(NCCN1CCOCC1)c1ccc(=O)n(Cc2ccc(Cl)cc2)c1`?
OX1R antag-1: 18; OX1R antag-2: -14

What do the screens show for `Cc1nc2c(C)cccn2c1/C(O)=C1\C(=O)C(=O)N(CCN(C)C)C1c1ccco1` (configuration not stated)?
OX1R antag-1: 13; OX1R antag-2: -5

How did CCCCN1CNC(=S)N(c2ccccc2OCC)C1 do in these assays?
OX1R antag-1: 15; OX1R antag-2: -16

Results for CCn1ncc(/C=N\NC(=O)c2cc(-c3ccc(C)cc3C)nc3ccccc23)c1C ?
OX1R antag-1: -6; OX1R antag-2: -30

Results for CC(C)=C1Cc2ccccc2C1=O ?
OX1R antag-1: 4; OX1R antag-2: -15

What do the screens show for `COc1cccc(NC(=O)/C=C/c2ccco2)c1`?
OX1R antag-1: 13; OX1R antag-2: -17

How did COc1cccc(CNCCOCCO)c1OC do in these assays?
OX1R antag-1: 7; OX1R antag-2: -9

What do the screens show for `Cc1nc(Nc2nc3c(c(=O)[nH]2)CCC3)nc2ccccc12`?
OX1R antag-1: 10; OX1R antag-2: -9

What do the screens show for `CC(C)(C)C1=NN=C2c3ccccc3C(=O)C21` (configuration not stated)?
OX1R antag-1: 4; OX1R antag-2: -16

What do the screens show for `COc1cc(COCC(O)CN2C(C)CCCC2C)cc(OC)c1OC` (configuration not stated)?
OX1R antag-1: 10; OX1R antag-2: -22

How did CC1=C(C)CC(C(=O)Nc2ccc3c(c2)OCO3)C(C(=O)O)C1 (configuration not stated) do in these assays?
OX1R antag-1: 8; OX1R antag-2: -17

How did Cc1ccccc1NC(=O)NC1(C(=O)NCC2CCCO2)CCCCC1 (configuration not stated) do in these assays?
OX1R antag-1: 7; OX1R antag-2: -18

How did O=c1cnc2ccccc2n1Cc1ccccc1C(F)(F)F do in these assays?
OX1R antag-1: 3; OX1R antag-2: -6

What do the screens show for `O=C(c1ccncc1)c1ccc(NC(=O)c2cccs2)cc1`?
OX1R antag-1: 9; OX1R antag-2: -2

Results for CCOC(=O)Nc1ccc(Oc2ccccc2)cc1 ?
OX1R antag-1: 11; OX1R antag-2: -7

What do the screens show for `CCCOc1ccc(N2CC(C(=O)Nc3ccccc3OC)CC2=O)cc1` (configuration not stated)?
OX1R antag-1: 15; OX1R antag-2: -13

What do the screens show for `O=C(NCc1cccc(C(F)(F)F)c1)c1cccc(Cl)c1Cl`?
OX1R antag-1: 19; OX1R antag-2: -33

Results for Cc1ccc(NC(=O)c2ccc(OCc3c(C)noc3C)cc2)nc1 ?
OX1R antag-1: 3; OX1R antag-2: -13

Results for COc1ccccc1CNS(=O)(=O)c1cccc(S(=O)(=O)N2CCOCC2)c1 ?
OX1R antag-1: 34; OX1R antag-2: -5

How did CCN(CC(=O)Nc1ccccc1C(F)(F)F)C(=O)CCc1nc2sc3c(c2c(=O)[nH]1)CCCC3 do in these assays?
OX1R antag-1: 42*; OX1R antag-2: -7

How did CCN1CCN(C(=O)/C=C/c2ccc(OC)cc2)CC1 do in these assays?
OX1R antag-1: -6; OX1R antag-2: -19

Results for COc1ccc(Cl)cc1NC(=S)NCc1cccs1 ?
OX1R antag-1: 7; OX1R antag-2: -23

What do the screens show for `COc1ccc(CNC(=O)CN2C(=O)NC(C)(c3cccc4ccccc34)C2=O)cc1OC` (configuration not stated)?
OX1R antag-1: 8; OX1R antag-2: -9

What do the screens show for `COc1ccc(C(=O)Nn2c(C)ccc2C)cc1OC`?
OX1R antag-1: 8; OX1R antag-2: 3

How did COc1cc(NC(=O)c2cc(-c3ccccc3)nc3c2cnn3C(C)C)cc(OC)c1OC do in these assays?
OX1R antag-1: 3; OX1R antag-2: -26

Results for CN(C)c1ccc(NC(=O)CCn2c(=S)oc3ccccc32)cc1 ?
OX1R antag-1: 25; OX1R antag-2: -10

What do the screens show for `COc1ccc(N(C(=O)c2ccn[nH]2)C(C(=O)NC2CCCC2)c2ccc(F)cc2)cc1` (configuration not stated)?
OX1R antag-1: 7; OX1R antag-2: -10

Results for CC(=O)OCn1ncc(N2CCOCC2)c(Br)c1=O ?
OX1R antag-1: 11; OX1R antag-2: -6

Results for COC(=O)c1cc(CNC(=O)C(C)NS(=O)(=O)c2ccc(C)c(C)c2)ccc1OC (configuration not stated) ?
OX1R antag-1: 8; OX1R antag-2: -25

What do the screens show for `COc1ccc(NC(=O)CSc2ccc(-c3cccnc3)nn2)cc1`?
OX1R antag-1: 11; OX1R antag-2: -19

What do the screens show for `c1ccc(CNCCC(Cc2ccccc2)c2ccco2)cc1` (configuration not stated)?
OX1R antag-1: 13; OX1R antag-2: -38

Results for Cc1cc(C(=O)OCC(=O)Nc2cccc(S(N)(=O)=O)c2)c(C)o1 ?
OX1R antag-1: 10; OX1R antag-2: 4

How did CC(=O)Nc1ccc(NC(=O)CSc2ccc3nnc(-c4cccnc4)n3n2)cc1 do in these assays?
OX1R antag-1: 15; OX1R antag-2: 3

Results for COc1ccc(NC(=O)[C@H](C)NC(=O)C2CCN(S(=O)(=O)c3ccc(C)cc3)CC2)cc1 ?
OX1R antag-1: 5; OX1R antag-2: -38

What do the screens show for `COc1ccc(CCNC(=O)[C@@H](NC(N)=O)C(C)C)cc1`?
OX1R antag-1: 16; OX1R antag-2: -10

How did O=C(CCl)N(Cc1cc(=O)[nH]c2ccccc12)c1ccccc1 do in these assays?
OX1R antag-1: -4; OX1R antag-2: -4

Results for COc1cc(O)c(NC(C)=O)c2nonc12 ?
OX1R antag-1: 13; OX1R antag-2: 17

What do the screens show for `COc1ccc(S(=O)(=O)N2CCCC2CNC(=O)C(=O)NCc2ccccn2)cc1` (configuration not stated)?
OX1R antag-1: 15; OX1R antag-2: -19

Results for Nn1c(SCc2cccc3ccccc23)nnc1-c1ccco1 ?
OX1R antag-1: 19; OX1R antag-2: -15

How did O=C(N=C1SC2CS(=O)(=O)CC2N1c1ccccc1C(F)(F)F)C1CCCO1 (configuration not stated) do in these assays?
OX1R antag-1: 14; OX1R antag-2: -12

Results for CSCCC(NC(=O)c1ccco1)C(=O)NCCc1ccc(F)cc1 (configuration not stated) ?
OX1R antag-1: 8; OX1R antag-2: -9

Results for CCO/N=C(/C)c1c(O)cc(-c2ccccc2)n(-c2ccccc2)c1=O ?
OX1R antag-1: -1; OX1R antag-2: -2

What do the screens show for `C=CCOC(=O)C1=C(C)NC(C)=C(C(=O)OCC=C)C1c1ccc(C)o1`?
OX1R antag-1: 22; OX1R antag-2: -25

What do the screens show for `CC(C)CCNC(=O)C1c2ccccc2Oc2ccccc21`?
OX1R antag-1: 11; OX1R antag-2: -23

What do the screens show for `Cc1cc(NC(=O)c2ccc(C)s2)n(-c2nc3ccccc3[nH]2)n1`?
OX1R antag-1: 7; OX1R antag-2: -25

What do the screens show for `COc1ccc2c(CC(=O)N[C@@H](Cc3c[nH]c4ccccc34)C(=O)O)cc(=O)oc2c1`?
OX1R antag-1: 1; OX1R antag-2: 14

Results for Cc1csc(NC(=O)c2ccco2)n1 ?
OX1R antag-1: -3; OX1R antag-2: -8

Results for Cc1cccc(NC(=S)N(CCc2ccncc2)C(C)C)c1C ?
OX1R antag-1: 0; OX1R antag-2: -13

How did O=C1Nc2ccccc2C12OCCCCO2 do in these assays?
OX1R antag-1: 27; OX1R antag-2: -12

What do the screens show for `O=C(COC(=O)c1nc(Cl)ccc1Cl)NC(=O)c1ccccc1`?
OX1R antag-1: 5; OX1R antag-2: 8

What do the screens show for `COc1ccc(N2CCN(Cc3cc(=O)c(OCC(=O)Nc4ccccc4)co3)CC2)cc1`?
OX1R antag-1: 17; OX1R antag-2: -13

How did Cn1c(CCNC(=O)c2ccco2)nc2cc(NC(=O)c3ccccc3)ccc21 do in these assays?
OX1R antag-1: 13; OX1R antag-2: -13

What do the screens show for `COc1cccc(C2CC(=O)N3CN(c4cccc(Cl)c4C)CSC3=C2C#N)c1OC` (configuration not stated)?
OX1R antag-1: 4; OX1R antag-2: -2

How did Cc1ccc2nc3sc(C(=O)NCc4ccco4)c(N)c3cc2c1 do in these assays?
OX1R antag-1: 41; OX1R antag-2: -27

What do the screens show for `O=C1NC(=O)/C(=C/c2ccccc2Cl)N1`?
OX1R antag-1: 11; OX1R antag-2: -22

Results for C=CCC1NS(=O)(=O)OCC1C(C)C (configuration not stated) ?
OX1R antag-1: 20; OX1R antag-2: -14

Results for O=C(O)/C=C/c1coc2ccc(F)cc2c1=O ?
OX1R antag-1: 5; OX1R antag-2: 8

Results for Cc1ccccc1C(=O)NC(=S)Nc1ccc(S(=O)(=O)N2CCOCC2)cc1 ?
OX1R antag-1: 16; OX1R antag-2: 0

Results for Cc1cc(C)cc(NC(=O)CCn2c(=O)c3cccn3c3ccccc32)c1 ?
OX1R antag-1: 41*; OX1R antag-2: 13

Results for O=C(CSc1ccc(Cl)cc1)Nc1nnc(-c2cccc([N+](=O)[O-])c2)s1 ?
OX1R antag-1: 15; OX1R antag-2: -20

What do the screens show for `COc1cc(-c2ccc(NC(=O)NC3CC3)c(OC)c2)ccc1NC(=O)NC1CC1`?
OX1R antag-1: 3; OX1R antag-2: -22
